Screening data (PubChem)
Sm TGR inh: qHTS Assay for the Inhibitors of Schistosoma Mansoni Peroxiredoxins. Schistosoma mansoni thioredoxin glutathione reductase (TGR), Q962Y6. purified TGR, DTNB reduction, TNB absorbance 405 nm. Potency, µM (titrated, usually from 114 µM), inactives show at the top dose activity change, negative = inhibition, most hits filed as inhibitors. hit rate 3% among 360,000; also: potency is read from the fitted curve at half-maximal effect; % is scaled to controls: 0 for no effect and ±100 for the full control effect; nearly all actives have a fitted effect of over 60% in size
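First, TGR (20 nM dispensed) and NADPH were mixed with compound. Second, a 15 min room-temperature incubation followed. Third, further NADPH and then DTNB were added to start the reaction. Finally, TNB absorbance was monitored kinetically.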
Pf growth 48h: Primary qHTS for delayed death inhibitors of the malarial parasite plastid, 48 hour incubation. P. falciparum luciferase growth in erythrocytes, 48 h. Potency, µM (series often up to 28.7 µM), without a hit: at the top dose activity change, negative = inhibition, hits mostly inhibitors. hit rate 5.9% among 310,000. AID 504832, 2011; also: potency is read from the fitted curve at half-maximal effect; % is scaled to controls: 0 for no effect and ±100 for the full control effect
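Luciferase-expressing parasites in RBCs, 2% Hct / 0.1% parasitemia final; RPMI 1640 + 0.5% Albumax; 37 C, 5% CO2, one generation; luminescence read-out, lower signal = inhibition.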
Pf growth 96h: Primary qHTS for delayed death inhibitors of the malarial parasite plastid, 96 hour incubation; P. falciparum luciferase reporter growth, 96 h; Potency, µM (series often up to 28.7 µM), inactives show at the top dose activity change, negative = inhibition, hits mostly inhibitors; hit rate 6.9% among 320,000; AID 504834, 2011; also: potency is read from the fitted curve at half-maximal effect; % is scaled to controls: 0 for no effect and ±100 for the full control effect
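Erythrocytes infected with luciferase-expressing P. falciparum were dispensed at 2% hematocrit and 0.05% parasitemia (final), then incubated with compounds 96 hours at 37 C in 5% CO2. Luminescence after detection reagent addition reported growth.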
Cycloheximide cs: Cycloheximide Counterscreen for Small Molecule Inhibitors of Shiga Toxin; hit rate 12% among 300,000; cell reporter, cycloheximide protein synthesis inhibition counterscreen; AID 2314, 2010; max response, %; in the data active = max response mostly above about 13%, no sharp cut-off; inactive = mostly below about 14%; also: read at 38.3 µM for the half of the compounds with a filed dose; 0% is about no effect
Shiga inhibitor: A qHTS for Small Molecule Inhibitors of Shiga Toxin; inhibition, % at 38.7 µM; Vero cells, Shiga toxin protein synthesis inhibition reporter; AID 2315, 2010; hit rate 9.2% among 290,000; in the data active = inhibition mostly above about 28%, no sharp cut-off; inactive = mostly below about 43%; also: 0% is about no effect
FBPA Giardia inh: qHTS Assay for Inhibitors of Fructose-1,6-bisphosphate Aldolase from Giardia Lamblia | purified Giardia FBPA | Potency, µM (series often up to 59.6 µM), inactives show at the highest dose activity, negative = inhibition, usual class: inhibitors | hit rate 0.71% among 290,000; also: potency is read from the fitted curve at half-maximal effect; % is scaled to controls: 0 for no effect and ±100 for the full control effect; nearly all actives have a fitted effect of over 55% in size
Target sequence (A8B2U2 whole entry, looked up): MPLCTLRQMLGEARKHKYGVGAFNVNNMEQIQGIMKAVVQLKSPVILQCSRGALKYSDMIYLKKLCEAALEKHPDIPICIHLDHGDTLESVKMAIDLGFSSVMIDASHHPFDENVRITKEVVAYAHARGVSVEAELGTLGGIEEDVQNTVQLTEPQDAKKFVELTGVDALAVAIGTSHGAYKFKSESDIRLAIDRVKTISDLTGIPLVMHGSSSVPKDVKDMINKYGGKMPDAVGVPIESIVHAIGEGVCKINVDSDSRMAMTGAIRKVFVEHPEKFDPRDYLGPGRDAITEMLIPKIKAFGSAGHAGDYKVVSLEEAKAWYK
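40 nM FBPA preincubated 10 min at RT with compound (up to 57.5 uM final), then substrate plus GAPDH/TPI/NAD/arsenate coupling and diaphorase/resazurin added. Fluorescence read after 20 min at RT, 525/598 nm.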
The depositor's hits bear a star; u = inconclusive; x = not tested or not shown; [ ] = another dose, or the depositor's remark. Unless noted, calls follow the shape of the dose curve; as a rule, active = well fitted curve in the direction sought with a large enough effect; inconclusive = small, poorly fitted or top-dose-only effect, or another doubt; inactive = no such curve, though single readings can be large; an effect the other way counts as inactive or inconclusive.

(1) CC(NC(=O)/C(=C\c1ccco1)NC(=O)c1ccccc1Br)C(=O)O (stereo not drawn)
(2) CN1C(=O)[C@H]2[C@@H](/C=C/c3ccccc3)N3C(=O)CN(Cc4ccccc4)C(=O)[C@@]3(C)[C@H]2C1=O
(3) COc1ccc([N+](=O)[O-])cc1N(CC(=O)NC(C(C)C)C(C)C)S(C)(=O)=O
(4) CC(=O)CCC(=O)NCCc1ccccc1F
(5) CCC1(C)Cc2c(sc3[nH]c(=S)[nH]c(=S)c23)CO1 (stereo not drawn)
assay / entry,1,2,3,4,5
Pf growth 48h,15%,-7%,-10%,20%,14%
Shiga inhibitor,-15,-10,-6,46,-3
Cycloheximide cs,-3,-2,-2,17,-4
FBPA Giardia inh,-12%,12%,1%,0%,19%
Sm TGR inh,u,-1%,1%,1%,-6%
Pf growth 96h,2%,0%,u,-3%,0%

(6) Cc1ccc(-c2nc(SCC(N)=O)c(C#N)c3c2CCCC3)cc1
(7) COc1ccccc1C(=O)NN(C)C1=NS(=O)(=O)c2ccccc21
(8) C/C(=N/O)c1ccc(Oc2cnccn2)cc1
(9) COc1cc(OC)c(C(=O)NCCCn2ccnc2)cc1OC
(10) Cc1ccccc1OCC(O)Cn1c(NCc2ccco2)nc2c1c(=O)n(C)c(=O)n2C (stereo not drawn)
assay / entry,6,7,8,9,10
Pf growth 48h,x,5%,43%[activator],8%,15µM*
Shiga inhibitor,-9,-9,32,-17,-6
Cycloheximide cs,-2,-3,10,-1,-2
FBPA Giardia inh,9%,10%,1%,1%,11%
Sm TGR inh,21%,4%,1%,-3%,-6%
Pf growth 96h,u,u,0%,16%,u

(11) CC1CC(C)CN(C(=O)CSc2nc(Cc3cccs3)nc3ccccc23)C1 (stereo not drawn)
(12) Cc1ccc(C(=O)NC2CCCCC2)cc1S(=O)(=O)N1CCCC1
(13) COc1ccc(-c2nc3c(c(SCC(=O)N4CCOCC4)n2)COC(C)(C)C3)cc1
(14) CC(C)(C)C(C(=O)O)N1CCS(=O)(=O)CC1 (stereo not drawn)
(15) CC(=O)c1ccc(NC(=O)N[C@@H](CC(C)C)C(=O)O)cc1
assay / entry,11,12,13,14,15
Pf growth 48h,u,-14%,18%,310%[activator],20%
Shiga inhibitor,-7,40*,-8,-3,-30
Cycloheximide cs,5,35*,2,-4,-2
FBPA Giardia inh,-8%,6%,9%,-1%,-5%
Sm TGR inh,-9%,3%,6%,-1%,0%
Pf growth 96h,u,u,16%[5.75 µM],u,79%[activator]

(16) O=C(CSc1ccc(Cl)cc1)Nc1ccccc1N1CCN(C(=O)c2ccc(Cl)cc2)CC1
(17) N#CC1=C(O)C(c2ccccc2)n2c1nc(=O)c1ccccc12 (stereo not drawn)
(18) CC(=O)Oc1ccccc1/C=C1\CCOC1=O
(19) COc1ccccc1CN=C1NC(=O)C(CC(=O)Nc2ccc(OC)c(OC)c2)S1 (stereo not drawn)
(20) CCCC(=O)N(c1ccc2oc(C)c(C(C)=O)c2c1)S(=O)(=O)c1ccc(C)c([N+](=O)[O-])c1
assay / entry,16,17,18,19,20
Pf growth 48h,4.1µM*,u,x,-24%,3%
Shiga inhibitor,-11,-5,-10,-17,1
Cycloheximide cs,-5,-5,-4,-2,-2
FBPA Giardia inh,-4%,-26%,2%,-3%,0%
Sm TGR inh,-2%,u,-9%,0%,-6%
Pf growth 96h,u,u,-26%,u,6%

(21) O=C(COc1ccccc1)NCc1ccc2c(c1)OCO2
(22) O=C(CCc1nc2ccccc2[nH]1)N1CCc2ccccc2C1
(23) COc1ccc(CN2CCC(n3nccc3NC(=O)c3cccc(F)c3)CC2)cc1O
(24) CCN(CC)CCCC(C)NC1=NCCCCC1 (stereo not drawn)
(25) NCc1ccc(-c2nc3ccccc3o2)cc1
assay / entry,21,22,23,24,25
Pf growth 48h,36%[activator],20%,u,-7%,85%[activator]
Shiga inhibitor,5,8,8,2,93*
Cycloheximide cs,3,4,4,2,59*
FBPA Giardia inh,2%,-16%,1%,-11%,0%
Sm TGR inh,-1%,-17%,19%,3%,-1%
Pf growth 96h,-12%,5%,30%,2%,x

(26) CS(=O)(=O)Nc1ccc(C(=O)Nc2ccccc2C(=O)N2CCCC2)cc1
(27) Cn1c(Cc2csc(N)n2)nnc1SCC(=O)NCc1ccccc1
(28) O=C(O)c1sccc1S(=O)(=O)N1CCOCC1
(29) C/C(N)=C(/C#N)C(=O)CSc1nc2ccc(C)cc2[nH]1
(30) CS(=O)(=O)N1CCC(C(=O)Nc2ccc(F)c(Cl)c2)CC1
assay / entry,26,27,28,29,30
Pf growth 48h,-5%,16%,-21%,151%[activator],12%
Shiga inhibitor,5,11,x,86*,x
Cycloheximide cs,5,7,x,56*,-2
FBPA Giardia inh,7%,-5%,x,-28%,8%
Sm TGR inh,4%,u,-4%,4%,0%
Pf growth 96h,x,x,-7%,168%[activator],-13%

(31) CCCCCCn1c(CN2CCCC(C)C2)nc2c1c(=O)n(C)c(=O)n2C (stereo not drawn)
(32) Cc1ccc(C(=O)NC2CCCCCC2)o1
(33) COc1cc(C)c(-c2[nH]ncc2-c2csc(C)n2)c(O)c1
(34) Cn1c(=O)c2cc(S(=O)(=O)NC(C(=O)Nc3cccc(F)c3)c3ccccc3)ccc2n(C)c1=O (stereo not drawn)
(35) COc1cccc(NC(=O)Cc2nnc(SCC(=O)NC3CCCC3)n2C)c1
assay / entry,31,32,33,34,35
Pf growth 48h,12%,17%,-29%,x,12%
Shiga inhibitor,-11,40*,-11,-11,-15
Cycloheximide cs,-2,20*,8,3,-3
FBPA Giardia inh,-9%,0%,-4%,1%,7%
Sm TGR inh,6%,0%,-17%,17%,-10%
Pf growth 96h,-4%,x,u,u,0%

In a second layout: results already given.
| nr | molecule | Pf growth 48h | Shiga inhibitor | Cycloheximide cs | FBPA Giardia inh | Sm TGR inh | Pf growth 96h |
| --- | --- | --- | --- | --- | --- | --- | --- |
| 21 | O=C(COc1ccccc1)NCc1ccc2c(c1)OCO2 | 36%[activator] | 5 | 3 | 2% | -1% | -12% |
| 22 | O=C(CCc1nc2ccccc2[nH]1)N1CCc2ccccc2C1 | 20% | 8 | 4 | -16% | -17% | 5% |
| 23 | COc1ccc(CN2CCC(n3nccc3NC(=O)c3cccc(F)c3)CC2)cc1O | u | 8 | 4 | 1% | 19% | 30% |
| 24 | CCN(CC)CCCC(C)NC1=NCCCCC1 (stereo not drawn) | -7% | 2 | 2 | -11% | 3% | 2% |
| 25 | NCc1ccc(-c2nc3ccccc3o2)cc1 | 85%[activator] | 93* | 59* | 0% | -1% | x |
| 26 | CS(=O)(=O)Nc1ccc(C(=O)Nc2ccccc2C(=O)N2CCCC2)cc1 | -5% | 5 | 5 | 7% | 4% | x |
| 27 | Cn1c(Cc2csc(N)n2)nnc1SCC(=O)NCc1ccccc1 | 16% | 11 | 7 | -5% | u | x |
| 28 | O=C(O)c1sccc1S(=O)(=O)N1CCOCC1 | -21% | x | x | x | -4% | -7% |
| 29 | C/C(N)=C(/C#N)C(=O)CSc1nc2ccc(C)cc2[nH]1 | 151%[activator] | 86* | 56* | -28% | 4% | 168%[activator] |
| 30 | CS(=O)(=O)N1CCC(C(=O)Nc2ccc(F)c(Cl)c2)CC1 | 12% | x | -2 | 8% | 0% | -13% |
| 31 | CCCCCCn1c(CN2CCCC(C)C2)nc2c1c(=O)n(C)c(=O)n2C (stereo not drawn) | 12% | -11 | -2 | -9% | 6% | -4% |
| 32 | Cc1ccc(C(=O)NC2CCCCCC2)o1 | 17% | 40* | 20* | 0% | 0% | x |

Carrying on:
(36) NS(=O)(=O)c1ccc(NC(=O)c2ccc(CNS(=O)(=O)c3cc(C(F)(F)F)ccc3Cl)cc2)cc1
(37) CCOC(=O)C1CCN(S(=O)(=O)c2ccc(C)c(C)c2)CC1
(38) Cc1cccc(OCc2nnc(SCc3cc(=O)n4cc(Br)ccc4n3)o2)c1
(39) CC(=O)c1cc2c(cc1NC(=O)CCn1cnnn1)OCO2
(40) COCCCN(C(=O)Cc1ccc(Cl)c(Cl)c1)c1c(N)n(Cc2ccccc2)c(=O)[nH]c1=O
assay / entry,36,37,38,39,40
Pf growth 48h,21%,26%,u,24%,-12%
Shiga inhibitor,-13,-7,-15,6,9
Cycloheximide cs,-2,-4,-4,-5,10
FBPA Giardia inh,0%,12%,-4%,2%,6%
Sm TGR inh,-11%,10%,1%,50µM*,3%
Pf growth 96h,-7%,u,x,u,2%

(41) O=C(O)c1ccc(/C=N/NC(=O)c2ccc3c(c2)OCCO3)cc1
(42) CCOC(=O)C(C(=O)OCC)N(C#N)c1nc(SC)nc(N(C)C)n1
(43) Cc1nc2c(C)cccc2c2c1CCN2c1ccccc1F
(44) COCCn1cc(-c2csc(N)n2)c2ccccc21
(45) CCn1c(NC(=O)c2ccccc2)c(-c2cccs2)c(=O)c2ccccc21
assay / entry,41,42,43,44,45
Pf growth 48h,-30%,11%,u,u,x
Shiga inhibitor,22,-11,-7,0,-10
Cycloheximide cs,21*,19,0,-1,-4
FBPA Giardia inh,x,0%,8%,u,1%
Sm TGR inh,-1%,-32%,2%,51%[activator],0%
Pf growth 96h,u,u,u,-6%,u

(46) O=C(CSc1nc2ccc([N+](=O)[O-])cc2[nH]1)c1ccc2ccccc2c1
(47) Cc1ncc(CN2CCN(C3CCCC3)C(CCO)C2)s1 (stereo not drawn)
(48) Cc1cccc(-c2noc(-c3c(C)noc3C)n2)c1
(49) C=CCN1C(=O)N/C(=C/c2ccc(N3CCOCC3)o2)C1=O
(50) O=C(NC1CCN(S(=O)(=O)c2ccccc2)CC1)c1ccccc1
assay / entry,46,47,48,49,50
Pf growth 48h,u,19%,75%[activator],u,10%
Shiga inhibitor,15,-5,9,-20,-11
Cycloheximide cs,-2,-2,2,-7,11
FBPA Giardia inh,-20%,0%,1%,u,2%
Sm TGR inh,-11%,7%,12%,7.1µM*,0%
Pf growth 96h,u,13%,69%[activator],u,15µM*

(51) COc1ccc(C(=O)Nc2ccccc2)cc1NC(=O)c1ccc([N+](=O)[O-])cc1
(52) CCOC(=O)c1c(C(F)(F)F)nc2ncccn12
(53) CCOC(=O)C1=C(CC)OC(N)=C(C#N)C1c1ccc(F)cc1F (stereo not drawn)
(54) Cc1ccnc(N2CCC(C(=O)NNC(=O)c3ccccc3C)CC2)n1
(55) COc1ccc(/C=N/OCC(=O)Nc2nc3ccccc3s2)cc1OC
(56) CC(C)(C)NC(=O)c1cc(-c2ccc3c(c2)OCO3)nc2ccccc12
(57) COc1ccc2nc(Nc3nc(-c4ccncc4)cs3)sc2c1
assay / entry,51,52,53,54,55,56,57
Pf growth 48h,1%,x,1%,5%,24%,-12%,-22%
Shiga inhibitor,25,-15,-9,-9,13,20,53
Cycloheximide cs,-3,-3,-5,-2,20*,14,22
FBPA Giardia inh,5%,-5%,-2%,6%,-5%,x,2%
Sm TGR inh,2%,3%,x,-1%,8%,-1%,5%
Pf growth 96h,u,-11%,u,52%[activator],-5%,-4%,u
